D1 potentiator – human D1 dopamine receptor positive modulation | P21728 | HEK293 TREx D1 cells, calcium flux, dopamine EC20 potentiation | potentiation, % at 10 µM | actives 0.036% (n = 360,000) | AID 504651; in the data active means potentiation above about 30%; further: 0% is about no effect
Target sequence (P21728 whole entry, looked up): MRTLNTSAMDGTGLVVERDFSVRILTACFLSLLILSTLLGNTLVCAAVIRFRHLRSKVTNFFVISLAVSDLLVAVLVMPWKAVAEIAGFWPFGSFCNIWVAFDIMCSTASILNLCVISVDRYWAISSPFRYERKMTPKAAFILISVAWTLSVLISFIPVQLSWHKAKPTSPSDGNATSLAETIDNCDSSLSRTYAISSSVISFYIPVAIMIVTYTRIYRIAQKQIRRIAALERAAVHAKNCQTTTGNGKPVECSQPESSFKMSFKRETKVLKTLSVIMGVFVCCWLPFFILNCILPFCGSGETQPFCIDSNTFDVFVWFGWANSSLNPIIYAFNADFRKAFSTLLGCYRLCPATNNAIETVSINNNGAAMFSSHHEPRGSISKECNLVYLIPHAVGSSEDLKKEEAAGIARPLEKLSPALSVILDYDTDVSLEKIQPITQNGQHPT
TRHR ag – agonists of human TRH receptor; P34981; TRHR cells, calcium flux fluo-8, FDSS agonist mode; activation, % at 2 µM; actives 0.18% (n = 360,000); AID 493084; further: 0% is about no effect
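In this calcium-flux screen, cells bearing human TRHR are dye-loaded with fluo-8, baselined for 10 cycles, then exposed to library compounds; positive kinetic calcium responses during the agonist phase mark hits, with TRH as control.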
D2 potentiator – D2 dopamine receptor (human) potentiation. P14416. HEK293 T-REx D2, calcium flux, EC20 dopamine potentiation. potentiation, % at 10 µM. actives 0.34% (n = 340,000);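 active means potentiation over 3 SD above the plate norm, cut at about 30% in these data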; further: 0% is about no effect
Target sequence (P14416 whole entry, looked up): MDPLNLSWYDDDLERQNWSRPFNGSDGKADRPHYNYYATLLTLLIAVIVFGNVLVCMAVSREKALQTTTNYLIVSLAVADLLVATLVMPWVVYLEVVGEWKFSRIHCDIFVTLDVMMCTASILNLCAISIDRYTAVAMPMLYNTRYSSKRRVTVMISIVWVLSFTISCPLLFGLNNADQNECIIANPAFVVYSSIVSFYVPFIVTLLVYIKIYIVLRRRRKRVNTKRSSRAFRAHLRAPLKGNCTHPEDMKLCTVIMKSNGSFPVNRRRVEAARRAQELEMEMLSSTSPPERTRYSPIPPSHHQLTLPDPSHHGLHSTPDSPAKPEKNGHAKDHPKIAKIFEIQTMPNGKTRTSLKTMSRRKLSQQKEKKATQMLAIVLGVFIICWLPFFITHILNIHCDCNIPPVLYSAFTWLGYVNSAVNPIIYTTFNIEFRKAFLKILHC
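Potentiation of an EC20 dopamine calcium response measured kinetically over 180 s, after a preceding 180 s compound-only read flagging agonists. Cells: inducible Hek293 Trex D2 line, 4000/well, cultured overnight at 30 C before dye loading.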
D2 antagonist – antagonizes the human D2 dopamine receptor; P14416; inhibition, % at 10 µM; AID 485344; actives 2% (n = 340,000); HEK293 TREx D2 cells, calcium flux, dopamine EC80; in the data active means inhibition above about 30%; further: 0% is about no effect
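Cells plated overnight at 30 C with tetracycline; no-wash calcium dye, 30–90 min RT; 10 s baseline; compound pinned; 180 s read; EC80 dopamine added; another 180 s read.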
RXFP1 antagonist – antagonists of human relaxin receptor RXFP1; Q9HBX9; HEK293-RXFP1, relaxin-stimulated cAMP HTRF, 30 min; active compounds read low; activity change, negative = inhibition, % at 57.5 µM; actives 0.59% (n = 350,000);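 active means activity change of -60% or lower, but not beyond a set lower limit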; further: on the % scale 0 is the no-effect control and ±100 the full control effect
TRHR enhancer – allosterically enhances the human TRH receptor. P34981. TRHR cells, fluo-8 calcium fluorescence, EC20 TRH enhancement. enhancement, % at 2 µM. actives 0.66% (n = 360,000). AID 493056; in the data active means enhancement above about 30%; further: 0% is about no effect
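TRHR-expressing cells loaded with fluo-8 calcium dye were read kinetically (ex 480/em 530) during compound addition, then stimulated with an EC20 of TRH (10 nM final). Enhancement of the Gq-mediated intracellular calcium response was scored.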
D1 antag – antagonists of human D1 dopamine receptor. P21728. HEK293 TREx D1 cells, calcium flux, dopamine EC80; active compounds read low. activity change, negative = inhibition, % at 10 µM. actives 3.2% (n = 360,000). AID 504652; in the data active means activity change below about -30%; further: on the % scale 0 is the no-effect control and ±100 the full control effect
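Compound effects on dopamine-evoked calcium signalling were measured in tetracycline-induced HEK293 Trex D1 cells. Dopamine at EC80 followed a 180 s compound pre-read, and fluorescence was tracked kinetically for 180 s more.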
D1 agonist – activates the human D1 dopamine receptor | activation, % at 2 µM | HEK293 T-REx D1 cells, calcium flux, agonist mode | P21728 | actives 1% (n = 360,000) | AID 504660; further: 0% is about no effect
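Inducible HEK293 T-REx D1 cells, force-coupled to calcium signalling, were plated at 4000 cells/well with tetracycline and held overnight at 30 C. After no-wash calcium dye loading, compound-evoked calcium rise over 180 s flagged agonists.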
D2 ag – activates the human D2 dopamine receptor; P14416; HEK293 T-REx D2 cells, calcium flux agonist mode; activation, % at 2 µM; actives 0.53% (n = 340,000);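 active means activation over 3 SD above normal in the single-dose calcium agonist read, cut at about 30% in these data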; further: 0% is about no effect
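Agonism is scored from calcium flux in a force-coupled, inducible HEK293 cell line expressing D2, read kinetically for 180 s after compound addition against dopamine controls.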
Starred values were filed as active, the others as inactive; · = not tested or not shown. Unless noted, no stated cut-off is given here; in the data, active means activation above about 30%; inactive means the rest.

SMILES | D1 potentiator | TRHR ag | D2 potentiator | D2 antagonist | RXFP1 antagonist | TRHR enhancer | D1 antag | D1 agonist | D2 ag
COc1ccc(-n2ncc3c(N4CCN(c5cccc(C)c5)C(C)C4)ncnc32)cc1 (stereo unspecified) | 3 | 0.0 | 0 | · | -24 | -8 | 15 | 3 | -4.4
Cc1ccc2c(c1)N(CC(=O)N1CCCC(C)C1)C(=O)CO2 (stereo unspecified) | 4 | 0.3 | 16 | 8 | -14 | 2 | 14 | 2 | 0.5
O=S(=O)(Nc1ccc2c(c1)nc1n2CCN(Cc2ccccc2)C1)c1ccccc1 | 1 | -0.4 | 0 | 2 | -18 | 16 | -11 | -4 | 0.7
Cc1nn(CCS(=O)(=O)c2ccc(Cl)cc2)c(C)c1Br | 1 | 0.7 | -1 | -6 | 8 | 6 | 2 | 2 | 0.8
CCNS(=O)(=O)c1ccc2nc(NC(=O)c3cccnc3)sc2c1 | -2 | 0.1 | -6 | 11 | -12 | -3 | 9 | 1 | -0.1
C/C(CC(=O)N(C(C)C)C(C)C)=N\NC(=O)c1ccccc1Br | -2 | 0.2 | -2 | 0 | 16 | 0 | -28 | 1 | 2.9
CCOC(=O)c1cnc2c(C(F)(F)F)cccc2c1N1CCN(C)CC1 | -9 | 1.5 | -7 | 0 | -13 | 9 | -4 | 7 | 1.1
C=CCN1C(=O)CSc2ccc(C(=O)OCC)cc21 | -10 | -0.6 | -11 | 2 | 5 | -1 | -3 | 1 | -0.8
O=C(Nc1cccnc1)c1ccc(Oc2ccccc2)cc1 | 1 | -0.4 | -5 | -5 | -4 | 34* | -12 | 5 | -0.4
Cc1ccc2nc(SCC(=O)Nc3c(C)n(C)n(-c4ccccc4)c3=O)[nH]c2c1 | -2 | -1.0 | 10 | -9 | 6 | -1 | 5 | 0 | -0.9
O=C(CSc1ccccc1)Nc1ccccc1C(=O)O | -7 | -0.3 | 6 | 15 | -13 | 4 | 8 | 1 | -0.1
Cc1no[n+]([O-])c1COc1cccc(/C=C2\N=C(c3ccccc3)OC2=O)c1 | -4 | 0.4 | 0 | 6 | 2 | 2 | -6 | 1 | -0.6
Cc1ccc(-n2c(C)cc(/C=N/NC(=O)c3ccncc3)c2C)c(C)c1 | 7 | -0.7 | 3 | -7 | -18 | 6 | 12 | 0 | 0.6
c1ccc(-c2nc(N3CCOCC3)c3ccccc3n2)nc1 | -6 | -0.2 | -4 | 24 | 9 | -1 | -34* | 1 | -0.8
CCc1ccc(-c2nc(CN3CCC(C(=O)NCCc4ccc(Cl)cc4)CC3)c(C)o2)cc1 | 6 | 0.0 | -4 | · | · | 8 | 2 | 1 | -0.1
CC1CCN(C(=O)c2ccc(N(C)S(C)(=O)=O)cc2)CC1 | 3 | 0.5 | 4 | -6 | -11 | 4 | 17 | 1 | 0.1
Cc1ccnc(NC(=O)CSc2ccccn2)c1 | -1 | 0.2 | 0 | -11 | -2 | 5 | -13 | 2 | 0.9
COc1ccc(N=C2SC(C(=O)N3CCN(c4ccccc4)CC3)CC(=O)N2C)cc1 (stereo unspecified) | -4 | -1.4 | 12 | -6 | -10 | 0 | 5 | 1 | 0.8
COc1ccc(NC(=O)NC(C)c2ccccc2)cc1 (stereo unspecified) | -8 | -0.5 | -2 | 11 | 3 | -1 | -29 | 0 | -0.4
S=c1[nH]nc(/C=C/c2ccccc2)o1 | 1 | 0.6 | · | · | 0 | 1 | -4 | 0 | ·
CC1CCc2nn(CC(=O)N3CCN(C(=O)c4ccco4)CC3)cc2C1 (stereo unspecified) | 1 | -1.5 | 11 | -7 | 1 | 11 | 2 | 0 | -0.6
O=C(CSc1nc(=O)n2ccccc2n1)NCc1ccccc1Cl | -2 | 0.3 | -6 | 1 | 6 | -1 | 11 | 3 | 0.2
CC1Cc2ccccc2N1S(=O)(=O)c1cccc(C(=O)c2nccn2C)c1 (stereo unspecified) | -8 | -0.5 | 2 | 5 | -5 | -9 | -9 | 7 | 0.4
N#C/C=C/N1CCN(C(=O)c2ccco2)CC1 | -6 | 1.7 | 0 | -5 | 2 | -2 | -5 | 0 | 4.3
Cc1cccc2cc(COC(=O)C3CCCO3)c(=O)[nH]c12 (stereo unspecified) | 6 | -0.6 | 18 | -6 | -4 | 10 | -5 | 0 | 0.5

Retrieved by structure from the list above (5):
SMILES | D1 potentiator | TRHR ag | D2 potentiator | D2 antagonist | RXFP1 antagonist | TRHR enhancer | D1 antag | D1 agonist | D2 ag
C/C(CC(=O)N(C(C)C)C(C)C)=N\NC(=O)c1ccccc1Br | -2 | 0.2 | -2 | 0 | 16 | 0 | -28 | 1 | 2.9
CCOC(=O)c1cnc2c(C(F)(F)F)cccc2c1N1CCN(C)CC1 | -9 | 1.5 | -7 | 0 | -13 | 9 | -4 | 7 | 1.1
Cc1cccc2cc(COC(=O)C3CCCO3)c(=O)[nH]c12 (stereo unspecified) | 6 | -0.6 | 18 | -6 | -4 | 10 | -5 | 0 | 0.5
O=C(Nc1cccnc1)c1ccc(Oc2ccccc2)cc1 | 1 | -0.4 | -5 | -5 | -4 | 34* | -12 | 5 | -0.4
N#C/C=C/N1CCN(C(=O)c2ccco2)CC1 | -6 | 1.7 | 0 | -5 | 2 | -2 | -5 | 0 | 4.3

Whole records from above:
Record of CCc1ccc(-c2nc(CN3CCC(C(=O)NCCc4ccc(Cl)cc4)CC3)c(C)o2)cc1 = D1 potentiator = 6; TRHR ag = 0.0; D2 potentiator = -4; D2 antagonist = ·; RXFP1 antagonist = ·; TRHR enhancer = 8; D1 antag = 2; D1 agonist = 1; D2 ag = -0.1
Record of CCOC(=O)c1cnc2c(C(F)(F)F)cccc2c1N1CCN(C)CC1 = D1 potentiator = -9; TRHR ag = 1.5; D2 potentiator = -7; D2 antagonist = 0; RXFP1 antagonist = -13; TRHR enhancer = 9; D1 antag = -4; D1 agonist = 7; D2 ag = 1.1

(more compounds)
SMILES | D1 potentiator | TRHR ag | D2 potentiator | D2 antagonist | RXFP1 antagonist | TRHR enhancer | D1 antag | D1 agonist | D2 ag
NC(=O)C1CCCN1S(=O)(=O)c1ccc2ccccc2c1 (stereo unspecified) | -5 | -0.2 | -3 | 10 | -9 | 5 | 23 | 2 | 0.1
O=C(O)C(Cc1c[nH]c2ccccc12)NS(=O)(=O)c1ccccc1 (stereo unspecified) | -3 | 1.1 | 3 | 1 | -7 | 0 | -2 | 1 | 0.4
COC(=O)C1CCN(C(=O)c2oc3c(Cl)cc(C)cc3c2C)CC1 | 1 | 0.9 | -6 | 12 | 0 | -5 | -19 | 11 | 0.3
CCn1c(/C=C/Nc2ccccc2)[n+](CC)c2cc(Cl)c(Cl)cc21 | -12 | -1.9 | -22 | 2 | · | 4 | 7 | 1 | -0.1
CC1(C)Cc2c(c(-c3ccco3)nc3sc4c(NCCCO)ncnc4c23)CO1 | 1 | 0.7 | 2 | 19 | 14 | 1 | 4 | 2 | 3.8
COc1ccccc1CNC(=O)C(CCSC)NS(=O)(=O)c1ccc2c(c1)oc(=O)n2C (stereo unspecified) | 9 | 0.6 | -5 | 4 | -3 | 4 | 4 | 0 | 0.8
CCCCn1c(N)c(NCCC)c(=O)[nH]c1=O | -9 | 0.1 | 0 | 6 | 6 | -2 | -3 | 1 | 1.2
O=C(CC(c1ccccc1O)N1CCCCC1)N1CCCCC1 (stereo unspecified) | -4 | 0.2 | 12 | -17 | -1 | 0 | 5 | 4 | 1.7
CC(C)c1ccc(CNc2nc3nc4c(c(=O)n3[nH]2)CCC4)cc1 | 0 | 1.2 | -3 | 19 | 6 | 4 | 1 | 5 | 0.5
O=C1OC(C(=O)Nc2ccc(Cl)c(C(F)(F)F)c2)Cc2ccccc21 (stereo unspecified) | 0 | 0.5 | -8 | · | -10 | -8 | -9 | 6 | 0.2
O=C(O)c1ccccc1C(c1ccc(O)cc1)c1ccc(O)cc1 | -7 | 0.8 | -3 | 2 | 6 | 0 | -3 | 2 | -0.2
O=C(NNC(=S)NC1CC2CCC1C2)c1ccc(Cl)cc1 (stereo unspecified) | -1 | -1.1 | -11 | -7 | -30 | -5 | -5 | 2 | 0.2
CCOc1cc(/C=C/c2cc(C(=O)O)c3ccccc3n2)ccc1O | -1 | 0.4 | -1 | 5 | 6 | 0 | 7 | 0 | 0.8
CCN(C(=O)CSc1nnnn1-c1ccccc1)C1CCS(=O)(=O)C1 (stereo unspecified) | -2 | 1.4 | 0 | 2 | -9 | 3 | -9 | 2 | 2.3
COC(=O)c1c(NC(C)=O)sc(C(=O)N2CCOCC2)c1C | -2 | 0.3 | 1 | 18 | 0 | -4 | 6 | 0 | 0.0
COc1ccc(NC(=O)Cn2c(C)cc(=O)c3ccccc32)cc1 | -6 | 0.1 | 4 | 5 | -9 | -6 | -10 | 6 | 1.0
CSc1cccc(NC(=S)N(CCCN2CCCC2)Cc2cccs2)c1 | -7 | 0.7 | · | 24 | -7 | -7 | -8 | 11 | 0.2
O=C(CN1CCCc2ccccc21)Nc1cccc(S(=O)(=O)N2CCOCC2)c1 | -5 | -0.2 | 14 | -6 | 1 | -7 | 0 | 4 | -0.1
Cc1cccn2c1nc(=S)n2C(=O)c1ccco1 | 1 | 0.0 | -4 | -9 | -1 | -3 | -1 | 3 | 1.5
O=C(c1ccc(CSc2ccc(Cl)cc2)cc1)N1CCCC1 | -3 | -1.5 | -7 | 5 | -6 | -5 | -9 | 9 | -1.2
CCOC(=O)CC(NS(=O)(=O)c1cc(-c2cc(C)no2)ccc1C)c1ccc(C)cc1 (stereo unspecified) | -2 | 0.5 | -5 | · | · | 3 | -3 | 7 | 0.1
O=C(COC(=O)Cc1ccc(F)cc1)Nc1cc(S(=O)(=O)N2CCOCC2)ccc1N1CCCC1 | 7 | -0.3 | -5 | 7 | 18 | -8 | 0 | 0 | 0.5
CCCCc1ccc(NC(=O)Nc2cnccn2)cc1 | -1 | -0.4 | -4 | 2 | -5 | 7 | -1 | 1 | -0.8
CCCc1nc(NCc2ccc3c(c2)OCO3)c2nnn(Cc3ccccc3Cl)c2n1 | 4 | 0.1 | 2 | 8 | 6 | -1 | 5 | -3 | 0.4
O=C(NCc1ccco1)c1cnc2sccn2c1=O | 6 | 0.6 | -2 | 3 | · | 2 | -25 | -1 | -0.2
CC1CCCN(C(=O)c2cc3c(-c4ccc(Cl)cc4)nn(C)c3s2)C1 (stereo unspecified) | -1 | 0.0 | 1 | 9 | · | -5 | 10 | 2 | -0.2
Cc1cc(C(=O)Nc2ccccc2)oc(=O)c1 | -2 | 0.7 | 1 | 8 | -5 | 5 | -1 | 4 | 1.4

Looked up above.
O=C(COC(=O)Cc1ccc(F)cc1)Nc1cc(S(=O)(=O)N2CCOCC2)ccc1N1CCCC1 in TRHR ag is entered as -0.3
CC1(C)Cc2c(c(-c3ccco3)nc3sc4c(NCCCO)ncnc4c23)CO1 in TRHR enhancer is entered as 1
